Bioassay records as filed in PubChem BioAssay.
H37Rv inhibition = M. tuberculosis growth inhibition, HTS (AID 449762); M. tuberculosis H37Rv growth inhibition, 7H9 media; higher % means a stronger effect; one-dose inhibition, % at 25 µM; IC50 in µM for titrated hits; 330,000 tested, 0.59% active; in the data active = a potency from the dose series; inconclusive = inhibition above about 70% without an active follow-up result;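 note: bacterial growth assessed after seven days of incubation; strong numbers were not always called active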
M. tuberculosis = growth inhibition of non-replicating M. tuberculosis (AID 488890) | 320,000 tested, 0.39% active | Mycobacterium tuberculosis non-replicating, growth inhibition; higher % means a stronger effect | inhibition, % at 25 µM, or IC50 in µM where a hit was titrated; in the data active = a potency from the dose series; inconclusive = inhibition mostly from about 82% at the one dose, without a potency; inactive = the rest, 99 in 100 with inhibition below about 76%;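 note: plate controls were DMSO cells for no effect and high antibiotic wells for full effect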
influenza NS1A = H1N1 influenza NS1A inhibitors, functional cell based assay (AID 504329); NS1A functional cell-based assay, percent inhibition; higher % means a stronger effect; inhibition, % at 12.5 µM; hits with a dose series show IC50 in µM; 340,000 tested, 0.3% active; in the data active = a potency from the dose series; inconclusive = inhibition above about 27% without an active follow-up result; note: strong numbers were not always called active
Salmonella PhoP GFP = PhoP regulon inhibitors, Salmonella typhi PhoP promoter GFP reporter, confirmatory (AID 1850); Salmonella Typhi PhoP-promoter GFP reporter, fluorescence, 4 h; higher % means a stronger effect; inhibition, % at 50 µM, or IC50 in µM where a hit was titrated; 310,000 tested, 0.33% active; in the data active = a potency from the dose series; inconclusive = inhibition mostly from about 25% at the one dose, without a potency; inactive = the rest, 99 in 100 with inhibition below about 19%;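 note: 0% = induced wells with vehicle and 100% = uninduced wells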
inhibitors of VEEV = inhibitors of VEEV TC-83 cytopathic effect, confirmation, Vero cells (AID 588727). 350,000 tested, 0.13% active. Vero cells, VEEV TC-83 cytopathic effect inhibition; higher % means a stronger effect. one-dose inhibition, % at 20 µM; IC50 in µM for titrated hits; in the data active = a potency from the dose series; inconclusive = inhibition mostly from about 14% at the one dose, without a potency; inactive = the rest, 99 in 100 with inhibition below about 12%; note: strong numbers were not always called active
inhibitors of VEEV 10K pilot screen = second read-out of inhibitors of VEEV, no call of its own (marks repeat the call); inhibition, %; measured here: 10K pilot screen inhibition
Starred values were filed as active, the others as inactive; i = inactive; ? = inconclusive; . = no result given. Hits appear at their usual frequency. About 1.4% of those tested had a hit in this group.

SMILES | H37Rv inhibition | M. tuberculosis | influenza NS1A | Salmonella PhoP GFP | inhibitors of VEEV | others
CCCCCCCCCCCCN1[C@@H](CC(=O)O)c2cc(C(F)(F)F)ccc2S1(=O)=O | 1% | 70% | -4% | 9% | i
O=C(NCCO)Nc1ccc2nc(-c3ccco3)c(-c3ccco3)nc2c1 | 5% | -1% | . | -103% | .
NC1=NC[C@H](Cc2ccc(O)cc2)N1CCc1cccc2ccccc12 | 22µM* | 8.2µM* | 10% | 50µM* | 2.2%
CN(CCc1ccccn1)c1ccc([N+](=O)[O-])cn1 | -8% | 3% | -23% | -18% | 1.8%
COc1cccc(C(=O)NC2CCN(C(=O)N3CCCCC3)CC2)c1 | -1% | 1% | -3% | -8% | 0.6% | inhibitors of VEEV 10K pilot screen=2.7
CC(=O)N(Cc1ccc(Br)cc1)c1cccc(C)c1C | -10% | 8% | -6% | 4% | 3.0%
CSc1ncccc1C(=O)OCc1ccc(Br)cc1 | 6% | 79% | 2% | 5% | i
Cc1c(C)n(C(=O)CN2CCN(c3ccccc3)CC2)c2ccccc12 | 3% | 8% | 13% | 10% | 2.3%
CCc1nnc(NC(=O)C(=O)NCCOC(=O)c2ccccc2)s1 | 2% | 21% | -9% | 13% | 0.9%
COc1ccc(Nc2nc(N3CCCCC3)nc(N3CCCCC3)n2)c(OC)c1 | -2% | 0% | 10% | -8% | i

By substructure, those above with a carbonyl joined to an NH by a bond outside any ring
SMILES | H37Rv inhibition | M. tuberculosis | influenza NS1A | Salmonella PhoP GFP | inhibitors of VEEV | others
O=C(NCCO)Nc1ccc2nc(-c3ccco3)c(-c3ccco3)nc2c1 | 5% | -1% | . | -103% | .
COc1cccc(C(=O)NC2CCN(C(=O)N3CCCCC3)CC2)c1 | -1% | 1% | -3% | -8% | 0.6% | inhibitors of VEEV 10K pilot screen=2.7
CCc1nnc(NC(=O)C(=O)NCCOC(=O)c2ccccc2)s1 | 2% | 21% | -9% | 13% | 0.9%

New compounds follow:
SMILES | H37Rv inhibition | M. tuberculosis | influenza NS1A | Salmonella PhoP GFP | inhibitors of VEEV | others
COc1ccc(CCN(C)C2CCCN(S(=O)(=O)c3ccc(C)cc3)C2)cc1OC (stereo not given) | -6% | 5% | -6% | -2% | 1.1%
O=S(=O)(NCCC(c1ccc(F)cc1)c1ccco1)c1ccccc1 (stereo not given) | 0% | 5% | -3% | 6% | 2.1%
O=C(OCCN1CCOCC1)c1cccs1 | -7% | -12% | -1% | 7% | 3.9%
CCn1c(=NC(=O)CSC(C)=O)sc2cc(F)ccc21 | -2% | 22% | 5% | -12% | 2.0%
Cc1ccc(CNC(=O)c2ccc(N(C)S(=O)(=O)c3ccccc3)cc2)cc1 | -6% | 7% | -15% | 1% | 3.7%
Cc1cccc(NC(=O)CSc2cccc3cccnc23)c1C | 10% | 18% | 3% | 5% | 1.3%
CC(=O)Nc1ccc(NC2(C)C(=O)c3ccccc3C2=O)cc1 | 4% | -54% | -7% | 20% | 0.3%
CCN(CC)S(=O)(=O)c1cccc2cccnc12 | -5% | 1% | -19% | -6% | i
COc1cccc(/C=N/NC(=O)c2cccc3ccccc23)c1 | 6% | -15% | 8% | -4% | i
COc1cc(C)ccc1OCc1cc(C(=O)N(Cc2c(C)nn(C)c2C)C2CC2)no1 | 2% | 26% | -8% | 3% | i
CCOc1ccccc1CNC(=O)Cn1nc(C)c2c(C)n(-c3ccc(C)cc3)nc2c1=O | 2% | 7% | -3% | 6% | 2.7%
Cc1nc(-c2ccc(NC(=O)C3CC3)cc2)cs1 | 37% | 32% | 9% | 15% | 1.2%
Cc1cc(C)c2c(=O)[nH]c(SCC(=O)NCc3ccccc3)nc2n1 | -1% | -25% | -5% | -3% | i
CCOc1ccccc1C(=O)Nc1ccc(NC(=O)c2ccccc2)cc1 | 10% | -9% | 19% | -6% | 2.5%
COc1ccc(N2CCN(C(=O)Cc3ccc(-n4c(=O)[nH]c5ccccc5c4=O)cc3)CC2)cc1 | -11% | 16% | -6% | -10% | 6.5%
O=C(NC1CCCCCC1)C(=S)N1CCOCC1 | -11% | 44% | -4% | -1% | i
CCNC(=O)CC1C(=O)N(c2ccc(C)cc2)C(=O)N1CCc1ccc(OC)c(OC)c1 (stereo not given) | 5% | -11% | 0% | -2% | 1.6%
O=C1/C(=C/c2cccnc2)CC/C1=C\c1cccnc1 | -1% | 29% | -7% | -19% | 1.9%
CN(C)S(=O)(=O)c1ccc(/C(O)=C2/C(=O)C(=O)N(Cc3cccnc3)C2c2cccs2)cc1 (stereo not given) | 0% | 10% | -14% | -8% | 2.8%
Cc1cccc(C)c1NC(=O)CN(C)C(=O)c1ccccc1OCc1ccc(F)cc1 | -2% | -8% | -12% | 4% | 3.5%
CCOc1ccc2[nH]c(=S)[nH]c2c1 | ? | 14% | -1% | -8% | 3.8%
COc1ccc(NC(=O)C2=CC(c3ccco3)=NS(=O)(=O)N2C)cc1 | -16% | 38% | -13% | -8% | 1.2%
CN(C)CCCOC(=O)c1sc2ccccc2c1Cl | -4% | 23% | 2% | 30% | 1.3%
COc1ccccc1CNC(=O)Cn1cnnn1 | -4% | -9% | -8% | 4% | 0.6%
COCCOC(=O)C1=C(C)NC(=O)NC1/C=C/c1ccccc1 (stereo not given) | 5% | -1% | -10% | -5% | 0.1% | inhibitors of VEEV 10K pilot screen=0.9
CC(C)CCN1C(=O)c2ccc(C(=O)NCc3ccco3)cc2C1=O | 0% | 23% | -4% | 8% | 0.8%
C(=C\c1ccccc1)/C=N/Nc1nc2ccccc2[nH]1 | ? | ? | -24% | -9% | 10%
COC1Cc2ccccc2N(C(N)=O)c2ccccc21 (stereo not given) | 3% | -15% | -1% | 8% | i
CCOC(=O)c1sc(NC(=O)c2cccs2)nc1C | . | . | 3% | . | 0.5%
CCNC(=O)n1cc(-n2cncn2)c(-c2ccccc2)n1 | 8% | -8% | -4% | -5% | 2.6%

Random excerpt: 4 entries already listed.
SMILES | H37Rv inhibition | M. tuberculosis | influenza NS1A | Salmonella PhoP GFP | inhibitors of VEEV | others
COc1ccc(NC(=O)C2=CC(c3ccco3)=NS(=O)(=O)N2C)cc1 | -16% | 38% | -13% | -8% | 1.2%
CC(C)CCN1C(=O)c2ccc(C(=O)NCc3ccco3)cc2C1=O | 0% | 23% | -4% | 8% | 0.8%
C(=C\c1ccccc1)/C=N/Nc1nc2ccccc2[nH]1 | ? | ? | -24% | -9% | 10%
COc1ccccc1CNC(=O)Cn1cnnn1 | -4% | -9% | -8% | 4% | 0.6%

Next entries
SMILES | H37Rv inhibition | M. tuberculosis | influenza NS1A | Salmonella PhoP GFP | inhibitors of VEEV | others
Clc1ccc(Cn2ncc3c(NCc4ccccc4)ncnc32)c(Cl)c1 | -1% | -15% | . | -6% | .
Cc1cc(C(=O)NN)c2cc(Br)ccc2n1 | -1% | -8% | -11% | -9% | 1.1%
CCC(=O)Nc1cccc(NC(=S)NC(=O)c2ccc(Cl)cc2)c1 | 8% | 2% | -6% | -6% | i
NC(=O)C1CCN(C(=O)C2CCC(=O)N(Cc3ccc(Cl)cc3)C2)CC1 (stereo not given) | -1% | -13% | -8% | 4% | 3.5%
Cc1ccc(C(=O)NCC(=O)O)s1 | -3% | -3% | -2% | -1% | 0.6%
O=C(Nc1cc(S(=O)(=O)N2CCOCC2)ccc1N1CCOCC1)c1ccc([N+](=O)[O-])s1 | 2% | . | 3% | . | 1.6%
CCSc1cnn(-c2ccccc2)c(=O)c1SCC | 0% | -2% | 7% | 4% | 0.2%
N#Cc1c(NC(=O)COC(=O)C2CC3C=CC2C3)oc(-c2ccccc2)c1-c1ccccc1 (stereo not given) | 15% | 14% | -1% | -2% | 1.3%
CC(=O)Nc1cc[n+](CC(=O)c2ccc(Cl)cc2)cc1 | -1% | 7% | . | 10% | 0.2%
CCC(C)NS(=O)(=O)c1ccc(NC(=O)C2CCN(C(=O)c3ccco3)CC2)cc1 (stereo not given) | 1% | -3% | -2% | 4% | i
Cc1ccc(NC(=O)CN(C)C(=O)c2ccc(-n3cncn3)c([N+](=O)[O-])c2)cc1 | -9% | -8% | 1% | 2% | 1.5%
COC(=O)c1ccc2c(C)c(C3(O)CCCCC3)[nH]c2c1 | 7% | . | 2% | . | 0.6%
N#CC(C(=O)O)=C1CCCC1 | -5% | -16% | 0% | 8% | 2.6%
N#Cc1ccc2ccn(CC(=O)NC3CCCCC3)c2c1 | 1% | 5% | -4% | -5% | i
COc1cc(/C=N/NC(=O)c2cnccn2)ccc1O | -9% | -10% | -4% | 0% | 0.9%
c1ccc(CCn2nnnc2C(c2cccs2)N2CCN(Cc3ccc4c(c3)OCO4)CC2)cc1 (stereo not given) | -3% | 42% | 6% | -11% | i
CC(=O)Nc1ccc(NC(=O)CSc2ncc(C(=O)Nc3ccc(F)cc3)c(=O)n2C)cc1 | 40% | 5% | -1% | 13% | 1.3%
C/C(=N\Nc1ccc(Cl)c(C(=O)O)c1)c1ccc(Br)s1 | 10% | 3% | -7% | -12% | 0.7%
O=C1NC(=O)C(Cc2ccc(Cl)cc2)(c2ccccc2)N1 (stereo not given) | . | . | -20% | . | 3.0%
C[C@@H](NC(=O)[C@@H]1Cc2ccccc2CN1C(=O)OC(C)(C)C)C(=O)NC1CCCCC1 | -4% | 8% | 3% | -22% | i
CCOc1ccc(/C=C/C(=O)c2ccc(-c3ccccc3)cc2)cc1 | 1% | 31% | -8% | 7% | 1.2%
COc1ccc(C(=O)n2cnc(N)n2)cc1 | -3% | -4% | 7% | -11% | 1.2%
Cc1ccc(NC(=O)C2(S(=O)(=O)c3ccc(C)cc3)CC2)cc1 | 0% | . | -5% | -5% | 0.5%
O=C(COC(=O)c1ccc(S(=O)(=O)Nc2ccccc2)cc1)NCCC1=CCCCC1 | -6% | 19% | 4% | 16% | i
COc1ccc(/C=N/NC(=O)c2cc(-c3cccc(C)c3)nc3ccccc23)cc1O | -3% | 15% | 13% | 2% | ?
O=C(Nc1ccccc1)C1C2/C=C\CCCCC21 (stereo not given) | 5% | 73% | 0% | -9% | 1.5%
Cc1ccc(C(=O)Oc2ccc(N3C(=O)CCC3=O)c(C)c2)cc1 | -4% | 1% | 2% | 2% | 2.0%
O=C(NNC(=O)c1ccc(O)c(Cl)c1)c1cccc(S(=O)(=O)N2CCOCC2)c1 | 6% | 10% | 7% | -1% | 0.5%
Cc1ccc(C)c(NC(=O)Nn2cnnc2)c1 | -3% | -8% | 10% | -2% | 0.8%
CC1CC(C)CN(CCCNC(=O)CN2C(=O)c3cccnc3Oc3ccccc32)C1 (stereo not given) | 5% | 2% | 2% | -6% | i
CCOC(=O)N1CCN(C(=O)c2ccc3c(c2)NC(=O)/C(=C\c2cccc(C)c2)S3)CC1 | 59% | 63% | 11% | -10% | 7.3%
CC(=O)OC(C(=O)NC1CCCCC1)c1ccc(Cl)cc1 (stereo not given) | 4% | 20% | 7% | -19% | 6.0%
O=C1C(=Cc2cccs2)Oc2ccccc21 | . | . | -17% | . | 1.5%
CCOc1cc(/C=C/C(=O)OCC(=O)NCCN2C(=O)CSC2=O)ccc1OCC(C)C | -10% | 12% | -4% | . | 4.9%
CCN(CC(=O)Nc1c(F)cccc1F)C(=O)c1cccnc1SC | 0% | -6% | -10% | -12% | 1.4%
Clc1cccc(OCCOCCN2CCNCC2)c1Cl | -1% | 6% | . | 6% | i
CCN(CC)c1ccc(N2C(=NC(=O)C3CC3)SC3CS(=O)(=O)CC32)cc1 (stereo not given) | 14% | 7% | 10% | -29% | 1.6%
COC(=O)CNC(c1ccccc1)c1cc(Br)ccc1NC(=O)OCc1ccccc1 (stereo not given) | 3% | -5% | 5% | -7% | i
FC(F)(F)C(F)(F)C(F)(F)c1nnc2ccc(N3CCOCC3)nn12 | 0% | 0% | 3% | 17% | 0.5%
COc1ccc(C(=O)NNC2=Nc3cccc4cccc2c34)cc1 | -1% | -11% | -16% | -3% | 0.3%
CC1(c2cccc3ccccc23)NC(=O)N(CC(=O)NC2CCS(=O)(=O)C2)C1=O (stereo not given) | 3% | -1% | -2% | -2% | 0.6%
CSCC[C@H](NC(=O)[C@H]1CC[C@H](CNC(=O)[C@@H]2CCCN2)CC1)C(=O)O | -1% | -5% | -4% | -2% | 1.4%
CCn1cc(C(=O)NC2CCCCCC2)c(=O)c2ccc(C)nc21 | 20% | 26% | -17% | -3% | i
Cc1ccc(NC(=S)Nc2ccc(Br)cc2)cc1 | 52% | ? | -4% | -4% | 1.9%
CC1=CC(C)(C)N2C(=O)C3(C(C#N)=C(N)OC4=C3C(=O)CC(C)(C)C4)c3cc(C)cc1c32 (stereo not given) | -2% | 32% | 4% | 0% | i
O=C(NCc1ccccc1)c1ccc(C(=O)N(C2CCCCC2)C2CCCCC2)cc1 | 5% | -10% | 7% | -1% | i
